OPRM1-OPRD1 inv – mu-delta opioid heterodimer inverse agonism; P35372+P41143; 0.21% of 340,000 active; cell-based MOR-DOR heterodimer luminescence; inhibition, % at 9.3 µM; in the data active = inhibition above about 22%, passing the limit was not always enough;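 note: 0% = cells with DMSO and 100% = wells without cells with DMSO; values of inactives mirror those of a sister screen read the other way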
MOR-DOR ag – OPRM1-OPRD1 heterodimerization agonism; P35372+P41143; cells, luminescence; activation, % at 9.3 µM; 0.3% of 340,000 active; AID 504326; in the data active = activation above about 18%;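 note: 0% = vehicle-treated cells and 100% = reference agonist; values of inactives mirror those of a sister screen read the other way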
Ecoli viability – bacterial growth inhibition, counter-screen for AddAB inhibitors. E. coli V3065 growth, OD600 absorbance, 18 h. inhibition, % at 11.9 µM. 0.27% of 330,000 active. AID 449728;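 active = inhibition above the campaign's mean inhibition across all tested compounds plus 3 SD, cut at about 9.9% in these data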;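 note: uninfected addAB+ strain grown without phage in ampicillin broth; 0% = DMSO wells and 100% = ciprofloxacin 0.95 µg/ml wells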
DSG3 Ab inh – inhibitors of pemphigus antibody binding to human desmoglein-3. P32926. DSG3-coupled beads, scFv-anti-DSG3-GFP binding, flow cytometry; active compounds read low. 0.48% of 310,000 active. binding (percent of control), % at 10 µM;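 active = binding more than 3 SD below its plate's average and above zero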;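 note: hits lower antibody fragment binding to DSG3; some compounds called inactive have numbers as strong as hits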
Target sequence (P32926 whole entry, looked up, the tested form may be a part): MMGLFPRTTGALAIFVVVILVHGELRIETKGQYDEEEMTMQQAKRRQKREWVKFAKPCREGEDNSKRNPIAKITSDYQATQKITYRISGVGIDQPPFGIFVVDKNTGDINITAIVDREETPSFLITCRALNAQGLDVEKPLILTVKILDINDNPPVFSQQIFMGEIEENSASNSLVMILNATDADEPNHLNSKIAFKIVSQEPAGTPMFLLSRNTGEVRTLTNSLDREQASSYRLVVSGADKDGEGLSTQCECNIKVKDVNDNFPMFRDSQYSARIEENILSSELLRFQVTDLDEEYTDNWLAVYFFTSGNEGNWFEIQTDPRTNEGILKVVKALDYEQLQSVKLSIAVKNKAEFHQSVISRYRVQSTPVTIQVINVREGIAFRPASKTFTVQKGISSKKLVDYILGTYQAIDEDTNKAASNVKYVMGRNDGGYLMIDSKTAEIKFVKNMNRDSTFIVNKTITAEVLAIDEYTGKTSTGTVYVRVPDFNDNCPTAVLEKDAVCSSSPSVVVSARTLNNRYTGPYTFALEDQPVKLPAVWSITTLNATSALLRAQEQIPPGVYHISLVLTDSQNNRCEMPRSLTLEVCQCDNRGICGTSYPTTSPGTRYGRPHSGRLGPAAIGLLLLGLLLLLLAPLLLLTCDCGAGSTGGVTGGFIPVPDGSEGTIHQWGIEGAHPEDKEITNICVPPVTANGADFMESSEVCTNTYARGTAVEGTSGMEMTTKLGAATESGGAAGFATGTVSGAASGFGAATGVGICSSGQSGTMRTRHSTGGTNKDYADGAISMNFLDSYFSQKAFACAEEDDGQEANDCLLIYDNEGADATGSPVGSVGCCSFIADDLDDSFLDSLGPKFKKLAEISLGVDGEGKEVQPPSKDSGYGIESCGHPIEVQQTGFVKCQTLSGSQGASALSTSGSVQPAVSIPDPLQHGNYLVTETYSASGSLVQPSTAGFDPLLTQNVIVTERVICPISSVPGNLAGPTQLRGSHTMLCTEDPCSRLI
PKA-R1A activ – activators of PKA-R1A complex | P00514+P68181 | PKA-R1A dissociation, Cy5-IP20 fluorescence polarization; scaled: DMSO 0%, 113 µM cGMP 100% | activation, % at 11.4 µM | 0.083% of 340,000 active | AID 504707;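 active = percent activation above the mean of all tested compounds plus 3 SD, cut at about 19% in these data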;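 note: higher means more PKAc released from R1A so a rise in polarization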
PfHsp90 set2 – inhibits growth of yeast expressing Plasmodium falciparum Hsp90; S. cerevisiae expressing PfHsp90, BacTiter-Glo ATP, 48 h; yeast lacking PDR1 and PDR3 efflux regulators; inhibition, % at 9.4 µM; 0.32% of 310,000 active; AID 504621;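 active = every replicate shows inhibition above about 80%, whatever the replicate mean, limit read from the data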;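 note: 0% = DMSO neutral controls and 100% = 20 µM radicicol positive controls; yeast relying on Plasmodium falciparum Hsp90 in place of its own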
phage Ecoli inh – E. coli growth loss with phage present | inhibition, % at 11.9 µM | 0.26% of 360,000 active | AID 651602 | growth absorbance; in the data active = inhibition above about 11%
Arr AP2 block – blocks beta-arrestin peptide binding to AP2 adaptin; AID 504490; 0.31% of 340,000 active; inhibition, % at 10 µM; FITC-arrestin peptide / GST-AP2 beads, flow cytometry; AP2 beta2 appendage carries R879A mutation;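 active = inhibition above a set limit, near 3 SD of compounds lacking own fluorescence, cut at about 54% in these data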;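 note: plate controls were DMSO wells for no effect and 5 µM unlabelled arrestin peptide for full effect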
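system = GST-tagged AP2 beta2-adaptin appendage (R879A) on 4 µm glutathione beads | reagent = FITC-labelled arrestin peptide probe, 50 nM final | schedule = compound with beads 12 min RT, then probe 1 h RT | signal = HyperCyt-sampled flow cytometry, FL1 channel, ex 488/em 535 nm | read-out = percent response from loss of bead-bound FITC fluorescence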
Tat export inh – blocks Tat-dependent protein export in E. coli | E. coli MC4100 TorA-mCherry Tat export, fluorescence | inhibition, % at 10 µM | 0.036% of 340,000 active | AID 488895;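 active = mean replicate inhibition at least 50% and at least half of replicates individually reaching 50%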;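 note: exported cargo escapes ClpAP degradation while cytoplasmic cargo is degraded and loses fluorescence; 0% = median of neutral control wells and 100% = median of NaSCN control wells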
AddAB inh – less growth of phage-infected E. coli with AddAB; E. coli expressing H. pylori AddAB, absorbance growth; inhibition, % at 11.9 µM; 0.29% of 330,000 active; AID 435030; in the data active = inhibition above about 12%;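 note: 0% = vehicle wells of infected cells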
SUMO Mot1 rescue – SUMOylation pathway inhibition by Mot1-301 growth rescue. S. cerevisiae Mot1-301 growth rescue, ATP luminescence, 38.5C; percent above DMSO median, 100 means doubled. growth rescue, % at 18.8 µM. 1% of 320,000 active;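 active = every valid replicate shows activation above 250% relative to neutral control wells; inactive = the rest, any valid replicate at or below 250%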;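 note: OY570 slx delta 5 strain wells were the positive control but not used for scaling; some compounds called inactive have numbers as strong as hits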
* marks the source's active call; other numbers are inactive results; / = not tested or not shown. No enrichment for hits (roughly 2.8% active in at least one column).

SMILES	OPRM1-OPRD1 inv	MOR-DOR ag	Ecoli viability	DSG3 Ab inh	PKA-R1A activ	PfHsp90 set2	phage Ecoli inh	Arr AP2 block	Tat export inh	AddAB inh	SUMO Mot1 rescue
Cc1cc(C)cc(OCc2nc3ncc(Br)cc3[nH]2)c1	5	-1.0	1.1	104	0	/	2.4	25	-5	1.4	-12
CCN(CC)C(=O)Oc1cc(=O)n2c3c(cccc13)CCC2	16	-3.1	1.0	107	7	-22	3.6	-1	-10	1.7	-27
CN1CCN(c2ncnc3sc(-c4ccccc4)cc23)CC1	11	-1.7	-1.6	88	-4	2	2.0	2	-2	1.9	0
O=C(Cc1ccc(Cl)c(Cl)c1)OCC(=O)c1ccc[nH]1	-38	6.0	-0.9	111	-12	-1	1.7	-1	19	1.1	33
NC(=O)c1ccc(NC(=O)CCCN2C(=O)c3ccccc3C2=O)cc1	19	-3.8	-3.6	/	-6	17	2.2	-4	-8	-0.8	7
CN(C)C(=O)C1CCC(=O)N1Cc1cccs1 (stereo unspecified)	12	-2.4	-4.1	99	-13	-8	3.1	0	-12	-0.6	139
Cc1ccc(CCNC(=O)CN(C)S(=O)(=O)c2ccc3c(c2)n(C)c(=O)c(=O)n3C)cc1	4	-0.7	-1.6	94	3	-23	-3.6	-5	5	4.4	15
COc1ccc(C(=O)Nc2ccc(NC(=O)c3cccc(F)c3)cn2)cc1	-18	3.4	0.6	101	8	-24	-0.2	18	-6	3.5	-5
CSc1ccc(S(=O)(=O)NCc2ccc(Cl)cc2)cc1	-35	6.4	2.6	91	-5	/	2.7	18	7	1.9	34
COc1ccc(C(=O)[C@H]2[C@H]3C(=O)N(c4ccc(C)cc4)C(=O)[C@H]3C3C=CC=NN32)cc1 (stereo partly specified)	/	/	1.0	107	/	/	0.8	0	/	0.1	-6
Cc1ccc(OC(C)C(=O)N(Cc2cccs2)C2CCS(=O)(=O)C2)cc1C (stereo unspecified)	2	-0.3	0.6	105	4	-4	-0.4	-8	3	1.3	-10
NNc1nc2ccccc2nc1C(F)(F)F	1	-0.2	2.2	108	-9	16	4.3	-8	8	2.2	-11
O=C1NCC(=O)N(Cc2ccccc2)/C1=C/c1ccccc1	4	-0.8	1.6	102	-1	-18	1.0	-1	-1	1.4	-3
O=C(CSc1nc2ccccc2o1)N1c2ccccc2Sc2ccc(C(F)(F)F)cc21	-12	1.9	-0.7	87	-20	-6	2.6	10	2	-1.6	11
C=CCOC(=O)C1=C[C@H](c2coc3ccccc3c2=O)C[C@H](OCc2ccc(CO)cc2)O1	8	-1.6	0.7	99	-4	-30	1.9	-3	2	1.9	5
Cc1nc(Cl)sc1C(=O)Nc1cccc(Cl)c1C	-1	0.1	3.5	96	6	-8	1.0	-2	-2	1.5	57
CC(=O)O[C@H]1C[C@@]2(O)[C@@H](OC(=O)c3ccccc3)C3[C@@](C)([C@@H](O)C[C@H]4OC[C@@]34OC(C)=O)[C@@H](O)[C@H](OC(C)=O)C(=C1C)C2(C)C (stereo partly specified)	15	-3.0	-2.0	109	7	-1	5.2	4	-9	0.8	5
O=C(NNC(=O)c1cnccc1C(F)(F)F)c1cccc(Cl)c1	6	-1.2	0.0	94	-10	12	4.2	33	-3	4.2	10
CCC(CO)Oc1cc(NC(=O)c2ccc(F)cc2)c2ncn(C(C)C)c2c1 (stereo unspecified)	9	-1.6	0.5	98	-8	-14	1.4	-5	-6	0.3	5
Cc1occc1C(=O)N1CCC2(CCCN(Cc3ccc(F)c(F)c3)C2)C1 (stereo unspecified)	-10	1.4	-0.3	109	0	10	-0.4	-3	1	2.4	24
CCOCCCNC(=O)C1CCCN1S(=O)(=O)c1ccc(Cl)cc1 (stereo unspecified)	-3	0.5	-0.4	102	2	-11	4.2	3	-5	-0.3	-9
CC(=O)c1ccc2c(c1)OCCOCCOc1ccc(C(C)=O)cc1OCCOCCO2	15	-3.0	1.1	106	-5	7	1.3	-19	-3	4.0	44
CN(c1ccccc1)c1ccc(/C=C(\CCC(=O)O)c2nc3ccccc3s2)cc1[N+](=O)[O-]	0	0.0	-1.5	99	-6	7	2.2	19	7	3.8	-6
Cc1cc(C)nc(NS(=O)(=O)c2ccc(N/C=C\C(=O)c3cccs3)cc2)n1	10	-2.0	1.5	100	-3	19	5.2	-3	0	4.8	5
O=C1CS/C(=N/N=C/c2cccs2)N1Cc1ccc(F)cc1	/	/	-0.2	70*	/	/	1.5	-5	/	4.5	-1
COc1cc(OC)cc(-c2c(C#Cc3ccsc3)c3cc(-c4ccc5cc[nH]c5c4)ccc3n2C)c1	3	-0.6	1.3	98	-9	-9	1.1	4	2	1.2	-2
CCCn1c(SCC(=O)NC2CCCCC2)nnc1-c1ccccn1	7	-1.5	0.0	106	2	-10	0.5	24	-4	-0.1	-13
COC(=O)CCSCC(=O)Nc1nnc(C)s1	23	-4.1	-1.1	107	0	12	0.9	3	13	0.5	-6
O=c1ccc2ccccc2n1Cc1cccc(F)c1	19	-3.7	0.7	96	-2	-10	2.0	12	-6	0.4	4
CC1CCCCN1S(=O)(=O)c1ccc(C(=O)Nc2nnc(-c3ccco3)o2)cc1 (stereo unspecified)	14	-2.5	-7.0	/	3	/	0.2	10	-1	0.4	-26
CC(CCc1ccccc1)NC(=O)C(=O)NCc1ccccc1 (stereo unspecified)	9	-1.6	-1.9	104	-7	-4	2.8	1	3	3.2	-10
COc1ccc(OC)c(S(=O)(=O)N(C)CC(=O)N2CCN(c3cccc(Cl)c3)CC2)c1	18	-4.3	2.7	/	-10	14	0.3	0	-2	4.0	-22
O=C(Nc1ccc(N2CCN(C(=O)c3ccc(Cl)cc3)CC2)cc1)c1cccnc1	9	-1.5	-0.8	107	-3	13	3.0	-3	-9	-0.3	2
Cc1cc2ccccn2c1C(=O)c1ccc(NN)c([N+](=O)[O-])c1	-12	2.4	3.6	98	-2	-11	2.8	46	4	3.9	-13
Cn1ccc(C(=O)Nc2cccnc2Cl)n1	19	-3.6	/	/	-18	-16	1.6	-13	-3	/	/
Cc1noc(C)c1S(=O)(=O)N(Cc1ccccc1)C(C)C	/	/	1.6	93	/	/	4.7	-10	/	3.4	34
[O-][N+](=Cc1ccccc1)c1ccc(Cl)cc1	-1	0.3	/	100	4	-9	-2.0	32	2	/	/
CCc1nc(SCC(=O)c2cccs2)c2oc3ccccc3c2n1	-7	1.5	-0.8	/	6	/	3.3	-4	4	0.1	-6
COCCNc1nnc(Cc2ccccc2)c(=O)[nH]1	9	-2.0	0.9	100	-2	-4	3.6	19	0	0.4	-6
Cc1cc(C)cc(CN2CCC(Oc3ccc(C(=O)N4CCCC4)cc3)CC2)c1	-12	2.4	/	107	-10	-2	1.3	-13	10	/	/
C#CCN1C(C)=CC(=O)[C@@H](O)[C@H]1c1ccccc1Br	16	-3.4	/	92	-2	2	2.5	1	-3	/	/
Cc1cccc(/C=N/NC(=O)c2ccc(NC(=O)c3ccc(Cl)cc3)cc2)n1	-36	6.8	0.0	98	-7	-14	2.8	-6	0	3.9	-4
CCOc1cc(C)c(C(C)C)cc1S(=O)(=O)N1CC(C)OC(C)C1 (stereo unspecified)	6	-1.5	0.7	115	4	-6	1.7	-8	1	1.6	8
CCc1ccc(OC2=NS(=O)(=O)c3ccccc32)cc1	0	0.0	/	103	0	-1	2.8	2	13	/	/
Cc1ccc(NCC(=O)N/N=C/c2cccc(Br)c2)cc1	-17	3.5	0.2	/	5	9	2.7	-5	-4	-0.6	123
Cc1cc(N(C)C)nc(SC(C)C)n1	12	-3.0	-0.2	/	-4	3	1.2	1	-11	-1.7	-11
CCOC(=O)c1c(NC(C)=O)sc2c(OC)cccc12	10	-1.9	-2.7	/	0	-14	2.2	19	1	-2.2	39
COc1ccc(C)cc1-n1nnnc1SCc1cc(=O)n2cc(C)ccc2n1	-2	0.3	0.9	102	0	13	1.3	-1	2	2.0	1
COc1c2ccoc2c(OC[C@@H](O)C(C)(C)OC)c2oc(=O)ccc12	6	-1.1	-1.1	101	-9	-23	3.4	2	3	-1.1	-15
COc1cccc(C(=O)C2CCCN(Cc3ccc(OC)c(Cn4cncn4)c3)C2)c1 (stereo unspecified)	-17	3.3	-2.4	106	-8	5	2.3	-4	-6	2.5	3
CCOc1ccc(-c2cn[nH]c2N)cc1	11	-2.0	-1.2	/	-6	-6	/	1	0	-1.7	14
COc1ccc(NC(=O)CN2CCN(S(=O)(=O)N3CCCCCC3)CC2)cc1	6	-0.9	-0.9	/	-7	-5	1.7	-8	-10	3.2	209
CCc1cc(-c2n[nH]c(=S)n2CC(C)C)cs1	-10	1.9	1.2	123	-16	1	5.0	-6	-2	3.7	4
Cc1c(-n2c(SCC(=O)O)nnc2-c2ccccc2Br)c(=O)n(-c2ccccc2)n1C	8	-1.5	1.8	96	-4	-32	-0.5	-4	23	2.8	-9
CCOC(=O)c1c(C)[nH]c(C(=O)Nc2cc(OCC)c(N3CCOCC3)cc2OCC)c1C	-3	0.7	0.0	110	-3	1	1.1	3	0	1.6	22
CCOc1ccc(C(C)(C)C)cc1S(=O)(=O)Nc1ccncc1	14	-2.9	1.2	97	-14	-10	1.6	4	-4	4.1	432
N#C/C(=C/c1ccccc1OCc1ccc(F)cc1)c1ccc(C(=O)O)cc1	6	-1.1	-1.4	85	-2	0	1.6	-7	2	2.5	186
O=C(COc1ccc(Br)cc1Cl)NNC(=O)c1ccccc1	4	-1.0	-0.1	104	-13	-45	-0.6	3	-4	2.5	/
COc1cc(CNCc2ccccn2)ccc1OCC(=O)NC1CCCCC1	-10	1.6	-0.2	99	0	-3	0.6	7	2	-0.5	-4
CC#CC[N+](C)(CC#CC)CC(=O)c1ccccc1	10	-1.9	1.9	95	7	13	2.8	6	-16	4.3	-2

More records follow.
SMILES	OPRM1-OPRD1 inv	MOR-DOR ag	Ecoli viability	DSG3 Ab inh	PKA-R1A activ	PfHsp90 set2	phage Ecoli inh	Arr AP2 block	Tat export inh	AddAB inh	SUMO Mot1 rescue
CCCCn1c(SCc2ccc(Cl)cc2)nc2c1c(=O)[nH]c(=O)n2C	-4	1.0	-0.6	/	-5	11	1.2	9	1	3.3	-5
Cc1nn(CC(=O)NCCCc2ccccc2)c(C)c1[N+](=O)[O-]	15	-3.1	-0.9	112	1	/	1.4	6	-3	0.5	/
COc1ccc(N2CCN(C(c3cc(OC)ccc3OC)c3nnnn3CC3CCCO3)CC2)cc1 (stereo unspecified)	6	-1.1	-3.9	95	0	-2	0.9	3	4	0.9	-30
Cn1cnc2c(=O)sc3ccccc3c21	15	-3.0	1.0	104	-8	-4	3.6	-6	-8	0.3	8

Screening results from PubChem BioAssay.
